TCR activator – T cell receptor activation | primary human leukocytes, anti-CD3, IL-2 HTRF, 48 h | Potency, µM (titrated, usually from 9.22 µM), for inactives: at the top dose activation of IL-2 secretion, usual class: activators | 330,000 tested, under 10 active | AID 504894; note: % of control where 0% means no effect
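IL-2 produced over 48 hr by a-CD3 bead-stimulated primary human leukocytes exposed to compounds was detected with a homogeneous time-resolved FRET immunoassay, 665nm acceptor signal after 320nm excitation.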
PTAP TSG101 blk – blocks PTAP/TSG101 interaction to inhibit HIV-1 budding | 340,000 tested, under 10 active | Potency, µM (doses to about 115 µM), for the others: at the top dose activity change, negative = inhibition, actives largely listed as inhibitors | Fluorescence polarization, FITC-PTAP peptide / Tsg101 binding | AID 493005 | Q99816; active = well fitted inhibition curve with a large enough effect in the main read-out, with a control signal flat, not every such curve was filed as active; inconclusive = small, poorly fitted or top-dose-only effect, or effect the other way, or a change in a side signal; inactive = no such curve, though single readings can be large or run the other way; note: potency is the fitted concentration of half-maximal effect; % of control where 0% means no effect
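Tsg101 binding domain (10 uM final) was mixed with compound and a FITC-labeled PTAP peptide (50 nM final) in HEPES pH 7.5 buffer with NaCl, Tween 20, EDTA and TCEP; fluorescence polarization was read after 20 min at r.t.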
Eya2 phos inh – blocks the phosphatase activity of human Eya2; O00167; recombinant Eya2, OMFP fluorescence dephosphorylation (OMFP is methylfluorescein phosphate); Potency, µM (series often up to 76.9 µM), for the others: at the highest dose activity, negative = inhibition, actives largely listed as inhibitors; hit rate 0.006% among 330,000; note: potency is the fitted concentration of half-maximal effect; % is set by controls: 0 for no effect and ±100 for the full control effect
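Eya2 protein (added as 0.2 uM solution) was preincubated with compound for 10 min at ambient temperature in 50 mM HEPES pH 7.5, 50 mM NaCl, 5 uM MgCl2, 0.05% BSA, 1 mM DTT. OMFP (added at 50 uM) then reacted 10 min; fluorescence read at 485/525 nm.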
Chronic BCR inh – chronic active BCR signaling inhibition; ABC-DLBCL IkBa-CBG/CBR reporter, luminescence ratio, 4 h; Potency, µM (series often up to 46.1 µM), for the others: top-dose ratio change, negative = lower green/red ratio, usual class: inhibitors; hit rate 0.05% among 340,000; AID 493014; active = well fitted inhibition curve with a large enough effect in the signal ratio, with a control signal flat, not every such curve was filed as active; inconclusive = small, poorly fitted or top-dose-only effect, or effect the other way, or a change in a side signal; the % refers to the signal ratio;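 note: potency is the fitted concentration of half-maximal effect; plate controls were basal doxycycline-induced cells for no effect and cells given 10 µM MG132 for full effect; MG132 reads +100%, hits lower the ratio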
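Concentration-response series (up to 46 uM) were applied to TMD8 dual-reporter cells for 4 h at 37C with doxycycline. Green/red ratio, after filter-overlap correction, defined %Activity; red signal alone was normalised to basal cells and zero luminescence.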
USP2a block – blocks human ubiquitin-specific protease USP2a | O75604 | USP2 core, Ub-CHOP2 coupled fluorogenic reporter, 485/531 | Potency, µM (top dose mostly 38.3 µM), for the others: at the top dose activity change, negative = inhibition, usual class: inhibitors | hit rate 0.01% among 330,000;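 note: potency is the fitted concentration of half-maximal effect; plate controls were DMSO wells for no effect and full inhibition by NEM control for full effect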
Target sequence (O75604 whole entry, looked up): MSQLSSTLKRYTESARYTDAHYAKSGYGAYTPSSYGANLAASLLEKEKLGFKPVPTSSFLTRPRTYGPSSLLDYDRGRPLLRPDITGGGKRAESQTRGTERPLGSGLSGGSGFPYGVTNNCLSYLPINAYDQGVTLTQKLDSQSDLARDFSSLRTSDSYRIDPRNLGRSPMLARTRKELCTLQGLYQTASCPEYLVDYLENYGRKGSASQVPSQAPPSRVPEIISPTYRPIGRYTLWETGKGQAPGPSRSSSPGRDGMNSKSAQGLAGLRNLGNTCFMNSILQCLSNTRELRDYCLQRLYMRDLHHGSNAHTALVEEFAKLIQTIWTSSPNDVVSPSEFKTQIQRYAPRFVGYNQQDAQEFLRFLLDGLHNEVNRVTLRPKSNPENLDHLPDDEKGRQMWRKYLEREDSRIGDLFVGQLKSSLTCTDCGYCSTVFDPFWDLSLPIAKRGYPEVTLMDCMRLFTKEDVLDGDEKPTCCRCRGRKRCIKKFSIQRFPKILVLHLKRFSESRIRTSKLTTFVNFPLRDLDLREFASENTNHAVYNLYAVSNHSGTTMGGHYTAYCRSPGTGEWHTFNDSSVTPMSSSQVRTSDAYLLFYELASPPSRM
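Deubiquitinase activity read as fluorescence (485/531 nm) after Ub-CHOP2 cleavage activates the enterokinase reporter on its substrate; USP2 core 10nM, Ub-CHOP2 and substrate 25nM each, 30min compound preincubation then 60min RT; data normalized to NEM, curves fitted.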
TSHR antag – human thyrotropin receptor antagonism | P16473 | TSHR-expressing cells, TSH-stimulated cAMP HTRF, 2 h; active compounds read low | hit rate 0.2% among 330,000 | activity change, negative = inhibition, % at 11.5 µM | AID 504810;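 active = activity change below a set negative limit, meaning inhibition stronger than a set level, cut at about -70% in these data; inconclusive = activity change between two set negative limits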; note: % is set by controls: 0 for no effect and ±100 for the full control effect
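TSHR-expressing cells, 200/well, pre-treated with compound, then stimulated with EC80 TSH (4nM final) for 2 hours at 37 deg C. cAMP measured by competitive HTRF: anti-cAMP cryptate antibody in lysis buffer plus cAMP-d2, read after 30 minutes at room temperature.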
ELG1 DNA repair – inhibitors of ELG1-dependent DNA repair in HEK293T cells. HEK293T ELG1-luciferase reporter, luminescence, 16 h; DNA damage induced by 5-fluorouridine. Potency, µM (titrated, usually from 46.1 µM), for the others: top-dose activity change, negative = inhibition, most hits filed as inhibitors. hit rate 2.3% among 330,000. AID 504467; note: potency is the fitted concentration of half-maximal effect; % is set by controls: 0 for no effect and ±100 for the full control effect; nearly all actives have a fitted effect of over 55% in size
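Quantitative HTS, concentration-response format. 2,000 cells/well co-treated with 5-fluorouridine and compound, 16 hr in 5% CO2 at 37 °C; ONE-Glo luminescence read after 30 min.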
Mito fusion yeast – inhibitors of mitochondrial division or activators of mitochondrial fusion | Potency, µM (top dose mostly 46.1 µM), without a hit: at the highest dose growth rescue (activation), most hits filed as activators | S. cerevisiae fusion-defective mutant growth rescue, CellTiterGlo 48 h | hit rate 0.23% among 320,000 | AID 485298;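 note: potency is the fitted concentration of half-maximal effect; % of control where 0% means no effect; nearly all actives have a fitted effect of over 45% in size; temperature-sensitive fusion mutants such as fzo1-1 at 37 °C on non-fermentable ethanol glycerol medium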
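Yeast fusion mutant, YPEG (non-fermentable carbon), compound, 48 h at 37C non-permissive; CellTiterGlo added, 10 min RT, luminescence read. Rescued growth = division inhibition.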
Tb PFK block – T. brucei PFK enzyme inhibition; O15648; T. brucei PFK, ADP-Glo luminescence; Potency, µM (top dose mostly 57.5 µM), for inactives: top-dose activity, negative = inhibition, usual class: inhibitors; hit rate 0.17% among 330,000;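 note: potency is the fitted concentration of half-maximal effect; 0% = uninhibited 1x PFK enzyme wells and -100% = no-enzyme wells; nearly all actives have a fitted effect of over 60% in size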
Target sequence (O15648 whole entry, looked up): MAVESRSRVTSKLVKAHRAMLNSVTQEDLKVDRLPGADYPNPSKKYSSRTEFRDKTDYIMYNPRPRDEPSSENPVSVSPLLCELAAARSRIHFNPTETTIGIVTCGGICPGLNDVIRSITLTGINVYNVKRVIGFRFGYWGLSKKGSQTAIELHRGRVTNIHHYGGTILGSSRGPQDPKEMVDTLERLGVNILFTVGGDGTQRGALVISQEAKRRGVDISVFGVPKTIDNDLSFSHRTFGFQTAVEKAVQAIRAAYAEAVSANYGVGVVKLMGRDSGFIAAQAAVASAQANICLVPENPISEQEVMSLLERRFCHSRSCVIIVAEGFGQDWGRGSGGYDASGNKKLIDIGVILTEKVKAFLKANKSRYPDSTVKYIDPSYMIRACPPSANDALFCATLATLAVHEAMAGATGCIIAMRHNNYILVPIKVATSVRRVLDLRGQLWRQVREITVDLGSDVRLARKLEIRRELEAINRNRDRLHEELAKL
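PFK 1.25 nM, F6P 0.5 mM, ATP 0.1 mM, 0.1 M TEA pH 8.0, 5 mM MgCl2, 0.01% Tween20, 0.1% BSA; 45 min RT. ADP-Glo readout. qHTS titration up to 57 uM; curves fitted, compounds curve-classed.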
B2AR arrestin – beta2AR (human) beta-arrestin recruitment activity. hit rate 0.02% among 330,000. beta-arrestin recruitment to beta2AR, cell-based reporter. AID 492947. Potency, µM (titrated, usually from 46.1 µM), without a hit: top-dose activation, usual class: activators;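 note: potency is the fitted concentration of half-maximal effect; 0% = DMSO controls and full agonism = EC100 isoproterenol or metaproterenol; nearly all actives have a fitted effect of over 65% in size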
uPA generation – cell surface uPA generation inhibition; Potency, µM (highest dose often 38.3 µM), for the others: top-dose activity change, negative = inhibition, hits mostly inhibitors; AID 540303; cell surface uPA generation assay, qHTS; hit rate 0.31% among 330,000; active = well fitted inhibition curve with a large enough effect; inconclusive = small, poorly fitted or top-dose-only effect; inactive = no such curve, though single readings can be large or run the other way; tested in mouse RAW 264.7 cells; note: potency is the fitted concentration of half-maximal effect; % is set by controls: 0 for no effect and ±100 for the full control effect; nearly all actives have a fitted effect of over 55% in size
* hit, by the source's call; ? = inconclusive; nt = not tested or not shown; [ ] = dose if it differs, or a comment. Unless noted, calls come from the whole dose curve; as a rule, active = well fitted curve in the direction sought with a large enough effect; inconclusive = small, poorly fitted or top-dose-only effect, or another doubt; inactive = no such curve, though single readings can be large; an effect the other way counts as inactive or inconclusive.

SMILES	TCR activator	PTAP TSG101 blk	Eya2 phos inh	Chronic BCR inh	USP2a block	TSHR antag	ELG1 DNA repair	Mito fusion yeast	Tb PFK block	B2AR arrestin	uPA generation
C/C=N\NC(=O)COc1cc(C)ccc1C	-4%	-11%	3%	-1%	1%	-8	3%	0%	5%	-0.1%	3%
CCOc1ccc(OCCC(=O)OCC(=O)Nc2ccc(Cl)cn2)cc1	-5%	-1%	10%	-8%	-1%	-6	13%	-8%	-6%	-0.4%	-6%
CCOC(=O)c1cc(C(=O)c2cc(F)ccc2O)coc1=N	3%	-2%	-4%	?	-1%	-4	-15%	5%	0%	-0.3%	1%
COc1ccccc1C(=O)NN1C(=O)/C(=C/c2cccn2C)SC1=S	nt	nt	16%	-22%	4%	11	0%	-2%	-3%	-0.4%	nt
CC(C)(C)OC(=O)N1CCC(C(=O)N[C@@H](Cc2ccccc2)C(=O)O)(c2ccccc2)CC1	-7%	-2%	1%	0%	2%	-10	-8%	-6%	-2%	-0.2%	-5%
CCn1nc(C)c(C2C(C#N)=C(N)OC3=C2C(=O)CC(C)(C)C3)c1C (configuration not stated)	-1%[46.1 µM]	2%	-2%	2%	2%	0	-11%	-1%	1%	-0.2%	-5%
O=C(NCc1ccco1)c1cccc2ccccc12	-2%	-10%	23%	3%	0%	-6	6%	2%	-2%	0.2%	6%
Cc1ccc(C)c(NC(=O)CCN2CCN(c3ccccc3F)CC2)c1	13%	-2%	2%	-1%	2%	-2	3%	6%	-1%	-1.0%	4%
O=C(CSc1ccccc1)NCC1(N2CCCCC2)CCCCC1	1%	-5%	21%	-14%	1%	2	15%	-2%	1%	0.2%	8%
Cc1cc(C)nc(CCNC(=O)CC2C(=O)NCCN2Cc2ccccc2)n1 (configuration not stated)	-4%	-7%	1%	3%	4%	10	3%	-3%	1%	0.0%	-9%
O=C1c2ccccc2C(=O)N1CCOCCN1C(=O)c2ccccc2C1=O	-2%	-6%	10%	?	-3%	7	-4%	3%	-2%	0.3%	-3%
CCCCNC(=O)/C(C#N)=c1\s/c(=C\c2ccccc2OC(F)F)c(=O)n1CCCOC	1%[46.1 µM]	11%	-3%	12%	0%	16	22%	0%	-9%	-0.8%	1%
O=C(Cn1ccc([N+](=O)[O-])n1)NCC1CCCO1 (configuration not stated)	-1%	-4%	-2%	2%	2%	15	18%	1%	-12%	0.0%	12%
COc1cc(OC)c(NC(=O)N2CCOCC2)cc1Cl	nt	-2%	6%	8%	2%	-10	16%	1%	1%	-1.1%	0%
CCC(C)[C@H](NC(=O)N1CCn2c1nc1ccccc12)C(=O)NCc1ccc(OC)cc1 (some centres not stated)	-5%	-3%	-7%	1%	0%	1	8%	1%	5%	-0.3%	5%
O=C(Nc1ccc(OCC(=O)N2CCC(Cc3ccccc3)CC2)cc1)c1ccco1	0%	-2%	-32%	?	-6%	-8	?	?	1%	0.4%	-7%
COc1ccc(/C=N/Nc2ccccc2C(=O)O)cc1Cn1cc([N+](=O)[O-])cn1	-1%	-2%	2%	5%	-1%	-8	13%	1%	0%	-0.4%	1%
O=S(=O)(NCC(c1ccco1)N1CCN(c2ccc(F)cc2)CC1)c1ccc(F)cc1 (configuration not stated)	-5%[46.1 µM]	-1%	-2%	-4%	0%	19	-12%	0%	-8%	0.3%	7%
Cc1onc(-c2ccccc2)c1C(=O)Nc1nc2c(s1)CCCC2	nt	-2%	18%	0%	0%	-2	1%	-2%	2%	0.3%	-3%
NNC(=O)c1cccc(COc2ccccc2Br)c1	6%	-3%	9%	?	-1%	-6	?	2%	0%	0.0%	-3%
COCC1CCN(C(=O)C2CCC(=O)N(CC3CCCCC3)C2)CC1 (configuration not stated)	4%	-2%	-3%	1%	4%	-12	10%	-2%	1%	-0.2%	-7%
O=Cc1cn(Cc2ccccc2)nc1-c1cccnc1	4%	-2%	1%	?	0%	-10	10%	-3%	6%	0.2%	3%
CC(Sc1ncccn1)C(=O)N1CCc2ccccc21 (configuration not stated)	-2%	1%	-18%	0%	-2%	-2	?	9%	-1%	-0.4%	0%
Cn1c(SCc2cccc([N+](=O)[O-])c2)nc2c(c1=O)SCC2	3%	-7%	0%	?	2%	-4	?	1%	-2%	-0.1%	-10%
CCOC(=O)C1CCN(C2CC(=O)N(c3ccc(OCC)cc3)C2=O)CC1 (configuration not stated)	4%[46.1 µM]	-2%	-12%	6%	-2%	-6	-5%	6%	8%	3.7%	5%
COCCn1c(C)cc(C(=O)COC(=O)c2ccc(Cl)c(S(N)(=O)=O)c2)c1C	-8%	0%	-9%	-11%	1%	9	?	3%	-15%	-1.1%	-8%
Cc1ccc(C(=O)CN(Cc2ccccc2)C2=NCCS2)cc1	2%[46.1 µM]	-10%	-7%	7%	0%	-13	7%	-2%	1%	0.4%	-17%
CCOC(=O)c1cc(C(C)=O)n2ccccc12	-1%	-2%	-4%	-11%	1%	5	24%	-1%	0%	-0.9%	-24%
COc1ccccc1N1CCN(c2ccc(N3C(=O)CCC3=O)cc2[N+](=O)[O-])CC1	1%	4%	1%	2%	0%	-2	-1%	-14%	-3%	0.2%	5%
O=C(CC(=O)NC1CCCCC1)N/N=C/c1ccccc1Cl	-6%[46.1 µM]	-1%	2%	4%	1%	-4	?	-6%	0%	-0.4%	-3%
O=C(NCCCN1CCOCC1)c1ccc(CS(=O)(=O)c2cccc(C(F)(F)F)c2)o1	3%	-13%	-1%	-4%	0%	7	8%	-1%	0%	0.1%	0%
C=CCSc1nnc(-c2cc(Br)ccc2N)c(=O)[nH]1	4%	-4%	4%	?	0%	5	-1%	1%	-5%	-0.3%	0%
CCOc1ccc(Nc2ccc(S(=O)(=O)N3CCN(C)CC3)cc2[N+](=O)[O-])cc1OCC	-18%	2%	-19%	9%	3%	-3	3%	-2%	-9%	0.1%	-4%
COC(=O)c1c(C)noc1-c1ccc(Cl)cc1	3%	-5%	0%	0%	0%	-4	1%	0%	0%	-0.6%	?
O=C(COC(=O)C12CC3CC(CC(C3)C1)C2)Nc1nccs1	-2%	-4%	0%	3%	0%	17	-13%	1%	1%	-1.3%	3%
CC(=O)Oc1ccc2c(=O)c(Oc3ccccc3[N+](=O)[O-])coc2c1	1%[46.1 µM]	-1%	11%	3%	1%	3	2%	20%	-3%	-1.0%	-3%
Cc1ccc(SCc2cn3cccnc3n2)cc1	11%	-3%	2%	?	2%	-17	?	-1%	-5%	0.1%	-2%
O=C(NC1(O)C(=O)c2ccccc2C1=O)c1ccc(C(F)(F)F)cc1	-5%	-4%	?	?	13%	3	-8%	3%	1%	-0.9%	-7%
CSCCC(NC(=O)OC(C)(C)C)C(=O)NC(CC(C)C)C(N)=O (configuration not stated)	0%	-4%	5%	-1%	0%	-2	?	-1%	-2%	-0.1%	-3%
COC(=O)c1sccc1NC(=O)CSc1ccccc1NS(=O)(=O)c1ccc(F)cc1	nt	-5%	10%	?	5%	-10	-15%	?	-7%	12%	-1%
O=S1(=O)C=C(N2CCOCC2)c2ccccc21	-4%	-7%	6%	2%	3%	7	10%	-2%	6%	0.2%	1%
FC(F)(F)C1=CC(c2ccc(Br)cc2)=NCCN1	-5%	0%	12%	2%	-1%	1	-5%	-5%	-6%	0.0%	5%
CCN(CC)S(=O)(=O)c1cccc(C(=O)NC(C(=O)NCCc2ccccn2)C(C)C)c1 (configuration not stated)	1%	0%	-19%	?	4%	8	-1%	nt	2%	-0.5%	-2%
COC(C(=O)N1CCC(CCC(=O)Nc2ccccc2)CC1)c1ccccc1 (configuration not stated)	3%	-4%	0%	-1%	4%	-20	?	3%	2%	-0.8%	4%
COc1ccc(NC(=O)c2cccnc2N2CCOCC2)cc1	5%	-5%	-7%	2%	1%	-7	1%	-3%	-2%	-0.1%	1%
